Assay outcomes as filed in PubChem BioAssay.
Pin1 inh: human Pin1 inhibition | Pin1 FP peptide displacement, HiFluor488, 10 min | Potency, µM (highest dose often 115 µM), for inactives: at the top dose activity, negative = inhibition, hits mostly inhibitors | 0.009% of 390,000 active; active means well fitted inhibition curve with a large enough effect in the polarisation, with a control signal flat, not every such curve was filed as active; inconclusive means small, poorly fitted or top-dose-only effect, or effect the other way, or a change in a side signal; inactive means no such curve, though single readings can be large or run the other way; the % refers to the polarisation; further: potency means the concentration at half of the fitted maximal effect; on the % scale 0 is the no-effect control and ±100 the full control effect
Target sequence (Q13526 whole entry, looked up): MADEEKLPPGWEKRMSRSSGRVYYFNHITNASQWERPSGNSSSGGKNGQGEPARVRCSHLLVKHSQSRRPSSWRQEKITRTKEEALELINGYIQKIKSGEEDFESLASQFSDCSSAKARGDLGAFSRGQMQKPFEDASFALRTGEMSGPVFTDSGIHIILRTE
JMJD2A Tudor inh: inhibitors of human JMJD2A Tudor domain | AlphaScreen JMJD2A-Tudor / H3K4me3 peptide binding | O75164 | Potency, µM (titrated, usually from 114 µM), for the others: top-dose activity change, negative = inhibition, most hits filed as inhibitors | AID 504339 | 4.4% of 390,000 active; further: potency means the concentration at half of the fitted maximal effect; on the % scale 0 is the no-effect control and ±100 the full control effect; nearly all actives have a fitted effect of over 50% in size
PI4K2A inh: PI4K2A (human) kinase inhibition; AID 1346378; Q9BTU6; 0.13% of 420,000 active; purified PI4K2A, ADP-Glo luminescence, 1 h; stronger effect = lower value; activity change, negative = inhibition, % at 76.9 µM; in the data active means activity change below about -50%; inconclusive means mostly about -30% to -49%;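 further: -100% = wells without enzyme as full effect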
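PI4K2A activity was measured by ADP-Glo luminescence: enzyme (4 ug/mL stock) and phosphatidylinositol (1.2 mM stock) in Tris pH 7.5/MgCl2/EGTA/Triton X-100 buffer were reacted with ATP (300 microM stock) for one hour at ambient temperature.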
GLS inhibitor: inhibitors of human glutaminase (GLS); GLS enzymatic activity, qHTS titration; 0.21% of 410,000 active; O94925; Potency, µM (highest dose often 45.5 µM), for inactives: at the highest dose activity change, negative = inhibition, most hits filed as inhibitors; further: potency means the concentration at half of the fitted maximal effect; on the % scale 0 is the no-effect control and ±100 the full control effect
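Enzyme dispensed in phosphate buffer (45 mM, pH 8.2, 0.02% Tween-20), compounds pinned in, then 1 mM L-glutamine solution and the glutamate oxidase–HRP–Amplex Red mix added; fluorescence read immediately and again after 30 min at room temperature.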
Pol eta inh: DNA polymerase eta (human) inhibition; 1.2% of 390,000 active; AID 588591; recombinant Pol eta, fluorescent DNA replication assay; Potency, µM (series often up to 114 µM), inactives show top-dose activity change, negative = inhibition, actives largely listed as inhibitors; Q9Y253; further: potency means the concentration at half of the fitted maximal effect; on the % scale 0 is the no-effect control and ±100 the full control effect
Target sequence (Q9Y253 whole entry, looked up): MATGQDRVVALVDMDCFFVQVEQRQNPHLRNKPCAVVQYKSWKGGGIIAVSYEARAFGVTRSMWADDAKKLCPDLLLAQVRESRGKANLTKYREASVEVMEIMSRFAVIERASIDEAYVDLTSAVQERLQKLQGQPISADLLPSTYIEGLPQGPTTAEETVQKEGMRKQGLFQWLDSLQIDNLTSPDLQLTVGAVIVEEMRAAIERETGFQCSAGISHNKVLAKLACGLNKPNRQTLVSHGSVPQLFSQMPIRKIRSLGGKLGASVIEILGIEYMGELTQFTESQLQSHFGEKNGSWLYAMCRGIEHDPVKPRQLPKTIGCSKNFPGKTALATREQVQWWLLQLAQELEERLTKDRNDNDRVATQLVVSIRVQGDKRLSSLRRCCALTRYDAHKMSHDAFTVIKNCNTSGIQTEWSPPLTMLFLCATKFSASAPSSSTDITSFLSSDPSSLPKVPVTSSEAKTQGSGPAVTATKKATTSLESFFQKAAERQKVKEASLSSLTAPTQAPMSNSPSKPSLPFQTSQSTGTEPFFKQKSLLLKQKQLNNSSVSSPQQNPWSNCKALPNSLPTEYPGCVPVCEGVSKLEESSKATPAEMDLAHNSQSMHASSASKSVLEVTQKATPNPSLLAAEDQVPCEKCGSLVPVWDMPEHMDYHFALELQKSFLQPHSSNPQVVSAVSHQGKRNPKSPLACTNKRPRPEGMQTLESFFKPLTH
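Fluorescent replication assay: 50 nM final substrate added after a 15 min room-temperature compound preincubation with 10 nM enzyme. Signal taken at 0 min and again at 10 min.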
BAZ2B inh: BAZ2B (human) inhibition. Potency, µM (series often up to 114 µM), without a hit: at the highest dose activity change, negative = inhibition, hits mostly inhibitors. AlphaScreen BAZ2B-H3K14Ac peptide displacement. AID 504333. 4.4% of 360,000 active. Q9UIF8; further: potency means the concentration at half of the fitted maximal effect; on the % scale 0 is the no-effect control and ±100 the full control effect; nearly all actives have a fitted effect of over 60% in size
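AlphaScreen displacement: compounds (up to 110uM) incubated 30 min at room temperature with a preformed 50 nM BAZ2B/50 nM biotinylated H3K14Ac peptide complex in PBS pH 7.4 with Tween-20. Donor and acceptor beads at 10 ug/mL final added, 20 min light-protected before reading.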
G9a inh: blocks human histone lysine methyltransferase G9a; 8.8% of 350,000 active; Potency, µM (titrated, usually from 102 µM), inactives show at the top dose activity, negative = inhibition, most hits filed as inhibitors; Q96KQ7; G9a H3K9 monomethylation, AlphaScreen, 2 h; AID 504332; further: potency means the concentration at half of the fitted maximal effect; on the % scale 0 is the no-effect control and ±100 the full control effect; nearly all actives have a fitted effect of over 75% in size
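AlphaScreen read-out: biotin-H3K9 peptide (500 nM) methylation by 20 nM enzyme with 20 uM SAM, 2 h at room temperature after 15 min compound preincubation; anti-monomethyl H3K9 antibody plus donor/acceptor beads, 10 min dark.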
Tb PGK inh: blocks T. brucei phosphoglycerate kinase; PGK/GAPDH coupled, Kinase-Glo luminescence, 60 min; Potency, µM (doses to about 57.5 µM), inactives show at the top dose activity change, negative = inhibition, actives largely listed as inhibitors; 0.043% of 380,000 active; AID 602233; further: potency means the concentration at half of the fitted maximal effect; on the % scale 0 is the no-effect control and ±100 the full control effect; nearly all actives have a fitted effect of over 60% in size
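Luminescent ATP detection (Kinase-Glo Plus) follows a 60-minute room-temperature incubation, with wells lacking PGK as controls. Buffer: 100 mM TEA (pH 7.6), 5 mM MgCl2, 0.01% Tween-20. Coupling enzyme GAPDH (100 nM final) supplies unstable 1,3-BPG in-well.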
HP1b chromo inh: inhibitors of HP1-beta chromodomain binding to methylated histone tails; AlphaScreen HP1-beta / biotin-H3K9me3 peptide binding; Potency, µM (titrated, usually from 114 µM), inactives show at the highest dose activity change, negative = inhibition, actives largely listed as inhibitors; P83916; AID 540317; 0.56% of 390,000 active; further: potency means the concentration at half of the fitted maximal effect; nearly all actives have a fitted effect of over 70% in size; inactives centre near 23
Target sequence (P83916 whole entry, looked up): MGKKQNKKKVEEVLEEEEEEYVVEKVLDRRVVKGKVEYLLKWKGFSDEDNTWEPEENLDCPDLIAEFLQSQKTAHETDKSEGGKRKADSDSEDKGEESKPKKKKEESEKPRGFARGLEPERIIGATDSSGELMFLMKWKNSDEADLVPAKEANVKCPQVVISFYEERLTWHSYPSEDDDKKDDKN
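HP1-beta protein (50 nM final) preincubated 30 min at room temperature with biotinylated H3(1-18)K9me3 peptide (50 nM) in PBS pH 7.4, 0.01% Tween-20, then compound added for 30 min. AlphaScreen streptavidin donor/nickel chelate acceptor beads (10 ug/mL final), 30 min dark, luminescence read.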
Starred values were filed as active, the others as inactive; i = inactive; ? = inconclusive; · = no result given; & = joins results of further samples; [ ] = dose if it differs, or a comment. Unless noted, the call rests on the fitted dose curve; in most records, active means well fitted curve in the direction sought with a large enough effect; inconclusive means small, poorly fitted or top-dose-only effect, or another doubt; inactive means no such curve, though single readings can be large; an effect the other way counts as inactive or inconclusive. Not all compounds are listed; rates above refer to the full screens.

SMILES	Pin1 inh	JMJD2A Tudor inh	PI4K2A inh	GLS inhibitor	Pol eta inh	BAZ2B inh	G9a inh	Tb PGK inh	HP1b chromo inh
CC(NC(=S)Nc1ccc(OC(F)F)cc1OC(F)F)C(C)(C)C (stereo not given)	-4%	-2%	-4	-2%	-11%	2%	20%[59 µM]	-6%	46%[activator]
CCC(=O)Nc1ccc2nc(SCCOc3ccccc3)sc2c1	4%	-23%	0	-12%	-5%	-3%	-23%[59 µM]	11%	35%[activator]
CCCOc1ccc(/C=C/C(=O)Nc2ccc([N+](=O)[O-])cc2)cc1	0%	-25%	6	38%[activator]	0%	5%	-2%	0%	8%
Cc1ccc(CN(C)C(=O)COC(=O)CSc2ccc(C(N)=O)cc2[N+](=O)[O-])cc1	4%	-31%	1	-1%	-3%	-4%	7%[0.501 µM]	0%	28%
Cn1nc(OCC(N)=O)ccc1=O	-2%	5%[11.4 µM]	7	-7%	-13%	-2%	18%[59 µM]	-8%	-15%
O=C(Nc1cccc(Cl)c1N1CCOCC1)c1cccnc1Cl	-15%	7%	0	-8%	-22%	-11%	2%	5%	42%[activator]
C/C(CCc1ccc2c(c1)OCO2)=N\NC(=O)c1ccccc1Cl	-1%	-17%	0	5%	-9%	-29%	18%[59 µM]	-3%	20%
Cc1sc2nc(COC(=O)c3ccc(N4CCCC4)c([N+](=O)[O-])c3)[nH]c(=O)c2c1C	?	-18%	-8	2%	?	-30%	?	i	?
C[C@@H](NC(=O)[C@@H]1Cc2ccccc2CN1)C(=O)Nc1ccc2c(c1)OCCO2	11%	?	1	-21%	-2%	?	6%	2%	24%
CCCNC(=O)CN1C(=O)COc2ccc(S(=O)(=O)N3CC(C)CC(C)C3)cc21 (stereo not given)	-6%	-3%	-6	2%	-18%	-1%	32µM*	-5%	24%
Cn1c2ccc(F)cc2c2ncn(CCCN(CCO)CCO)c(=O)c21	-4%	-14%	-1	16%	0%	0%	-34%[59 µM]	-8%	17%
CCOC(=O)Cc1c(Sc2ccccc2)c2ccccc2n1C	2%	79%[activator]	-1	3%	-14%	68%[activator]	113%[activator][59 µM]	-1%	133%
S=C(Nc1ccccc1Cl)N(Cc1ccccc1)Cc1ccccn1	8%	18%	-2	-12%	-13%	-5%	5%[59 µM]	-15%	54%[activator]
O=C(CCS(=O)(=O)c1cc2c(cc1Cl)NC(=O)CO2)NCc1ccccc1Cl	-2%	-11%	-3	6%	-15%	2%	1%[59 µM]	-6%	54%[activator]
CC[C@]12c3[nH]c4ccc(Cl)cc4c3CCN1C(=O)[C@@H](CC(=O)NCCCN(C)C)C[C@@H]2C(=O)N1CCN(C(=O)C2CC2)CC1	-2%	-12%	3	-5%	-22%	·	·	-2%	43%[activator]
COc1ccc(-c2cc(CNC(C)=O)on2)cc1	0%	-9%	-8	2%	-19%	-1%	94%[activator][59 µM]	-1%	12%
Nc1ncnc2c1ncn2[C@@H]1O[C@H](CNC(=O)[C@@H](N)Cc2ccc(C(F)(F)F)cc2)[C@@H](O)[C@H]1O	2%	-13%	-2	-5%	-11%	·	·	-8%	22%
O=C(CNc1ccccc1)N/N=C/c1ccc2c(c1)OCO2	0%	?	0	87%[activator]	-22%	4%	17%	·	-3%
Cc1ccc(S(=O)(=O)NCCNC(=O)C2CCCNC2=O)cc1 (stereo not given)	-1%	-3%	1	-6%	-4%	7%	?	-3%	40%
Cc1cc(O)c(C(c2ccccc2Cl)N2CCCCC2)c(=O)n1Cc1ccco1 (stereo not given)	1%	-26%	2	-5%	-18%	-11%	-34%[59 µM]	-3%	21%[57 µM]
COc1ccc(-c2noc(CCC(=O)Nc3cccc(C)c3C)n2)cc1OC	17%	-26%	-1	4%	2%	-3%	?	-6%	14%
N#C/C(=C(/O)COC(=O)c1ccc(Cl)c(S(=O)(=O)N2CCOCC2)c1)c1nc2ccccc2[nH]1	-8%	-11%	-2	6%	-13%	5%	4%	i	17%[57 µM]
COc1ccc(C(CC(=O)NCc2ccc(Cl)cc2)N2Cc3ccccc3C2=O)cc1OC (stereo not given)	-1%	-4%	-4	-8%	12%	-20%	1%[59 µM]	-1%	39%[activator]
Nc1nc(SCc2ccccc2Cl)ns1	0%	-21%[57.1 µM]	2	7%	-15%	-6%	?	-7%	60%[activator]
O=C(COC(=O)CN1C(=O)C2CCCCC2C1=O)Nc1cc(F)ccc1F (stereo not given)	3%	-1%	1	1%	-17%	11%	-7%	i	36%

Individual results from the results shown.
COc1ccc(C(CC(=O)NCc2ccc(Cl)cc2)N2Cc3ccccc3C2=O)cc1OC (stereo not given) in Pin1 inh: -1%
Cn1c2ccc(F)cc2c2ncn(CCCN(CCO)CCO)c(=O)c21 in JMJD2A Tudor inh: -14%

Just HP1b chromo inh (4 entries from above):
Compound	HP1b chromo inh
S=C(Nc1ccccc1Cl)N(Cc1ccccc1)Cc1ccccn1	54%[activator]
O=C(CCS(=O)(=O)c1cc2c(cc1Cl)NC(=O)CO2)NCc1ccccc1Cl	54%[activator]
CC[C@]12c3[nH]c4ccc(Cl)cc4c3CCN1C(=O)[C@@H](CC(=O)NCCCN(C)C)C[C@@H]2C(=O)N1CCN(C(=O)C2CC2)CC1	43%[activator]
COc1ccc(-c2cc(CNC(C)=O)on2)cc1	12%

New compounds follow
SMILES	Pin1 inh	JMJD2A Tudor inh	PI4K2A inh	GLS inhibitor	Pol eta inh	BAZ2B inh	G9a inh	Tb PGK inh	HP1b chromo inh
Cc1csc(Sc2ccc(S(=O)(=O)N3CCCC3)cn2)n1	-11%	-5%[11.4 µM]	0	12%	-19%	-2%	3%	0%	36%
O=C1C=C(N2CCN(c3ccccn3)CC2)C(=O)c2c(O)ccc(O)c21	?	32µM*	-7	7%	10%	·	·	-6%	?
Nc1ncnc2nc(SCc3ccc(Cl)cc3Cl)[nH]c12	12%	-9%	-1	4%	?	-17%	?	2%	33%
CN(C(=O)CN(CCO)CC(=O)N(C)C(C)(C)Cc1ccccc1)C(C)(C)Cc1ccccc1	-1%	-19%	-2&-2	-3%	1%	5%	5%[59 µM]	-10%	34%
Cc1ccc(Oc2c(C(F)(F)F)oc3c(CN4CCCCC4)c(O)ccc3c2=O)cc1	-9%	-12%	-2	0%	-5%	-3%	-3%[59 µM]	-8%	33%
O=C1c2ccccc2C(Nc2cccc(C(F)(F)F)c2)N1Cc1ccco1 (stereo not given)	1%	?	-15	13%	-14%	-7%	71µM*	-11%	18%
Cc1cccc(NCc2nc3ccccc3n2CCOc2ccccc2C)c1	4%	?	0	12%	-25%	?	-21%[59 µM]	-4%	15%
COc1cc(S(N)(=O)=O)c(OC)cc1N	-3%	-11%	4	11%	0%	-27%	0%	-2%	30%
O=C1CN(C(=O)c2ccccc2F)C(c2ccccc2)c2cc(Cl)ccc2N1 (stereo not given)	0%	-13%	0	-1%	-16%	-5%	-4%	·	36%[activator]
COc1ccc(C(c2nnnn2Cc2cccs2)N2CCN(c3ccc(F)cc3)CC2)cc1OC (stereo not given)	-1%	45µM*	8	-5%	-19%	?	?	2%	?
COc1cc(/C=N/NC(=O)c2nnn(-c3nonc3N)c2C(C)C)ccc1O	3%	-4%	2	-9%	-11%	-17%	-7%	6%	16%
COc1ccc(C(=O)OCc2c(-c3ccccc3)ncc3ccccc23)cc1	3%	5%	-3	4%	-10%	·	·	-6%	55%[activator]
Cc1cccc(N2CCN(C(=O)c3cccc(N4C(=O)C5C6C=CC(C6)C5C4=O)c3)CC2)c1C (stereo not given)	-6%	-20%	-2	-2%	-4%	-22%	-5%	-4%	16%
OCC[C@@H]1C[C@@H](O)[C@H](O)[C@]2(Cc3ccccc3O2)O1	3%	-13%	-1	4%	-10%	-1%	20%	-7%	43%[activator]
[O-][n+]1c2ccccc2c2n1CCN=C2c1ccc(Cl)cc1	6%	-13%	0	8%	-18%	-4%	10%[2.33 µM]	-1%	41%[activator]
CC1CN(C(=O)c2cc3cc([N+](=O)[O-])ccc3s2)CC(C)O1 (stereo not given)	14%	-15%	10	0%	-4%	-14%	4%	-3%	14%
O=C(Nc1ncc(Cc2ccccc2Cl)s1)C1=NCCN1	-3%	-29%	-2	-1%	11%	3%	-5%	-3%	68%[activator]
Cc1ccc(NC(=O)CN2C(=O)NC(Cc3ccccc3)C2=O)cc1Cl (stereo not given)	2%	-5%	-3	2%	-11%	2%	8%[12.7 µM]	i	38%[activator]
CC(C)(C)c1ccc(CSC2=Nc3ccccc3C3=NC(CC(=O)NCc4cccs4)C(=O)N23)cc1 (stereo not given)	26%	-31%	0	-5%	-13%	-23%	6%[59 µM]	5%	1%

2 entries picked at random from those above, as already listed:
SMILES	Pin1 inh	JMJD2A Tudor inh	PI4K2A inh	GLS inhibitor	Pol eta inh	BAZ2B inh	G9a inh	Tb PGK inh	HP1b chromo inh
Nc1ncnc2nc(SCc3ccc(Cl)cc3Cl)[nH]c12	12%	-9%	-1	4%	?	-17%	?	2%	33%
Cc1csc(Sc2ccc(S(=O)(=O)N3CCCC3)cn2)n1	-11%	-5%[11.4 µM]	0	12%	-19%	-2%	3%	0%	36%
